INS promoter inh: TRM-6 insulin promoter activity inhibition | AID 1273 | TRM-6 cells (human fetal islet line), insulin promoter-eGFP reporter, imaging; reporter expression induced with tamoxifen | 0.9% of 130,000 active | inhibition, % at 2 µM;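 active = inhibition above the mean plus 3 SD, with well images judged a real hit on visual review, cut at about 60% in these data, passing the limit was not always enough; inconclusive = inhibition over the cutoff but images rejected on review; inactive = inhibition not above the cutoff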
sdo1 growth: sdo1-depleted yeast growth rescue. 0.21% of 140,000 active. z-score at 10 µM. S. cerevisiae sdo1-depleted JHY4D growth rescue, OD600 30 h; hits give high values; pdr5 snq2 efflux-pump mutant strain;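 active = z-score above 3 at both the 24 hr and the 30 hr optical density reads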;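 also: z-score against mean and SD of all compound wells on the same plate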
sdo1 growth Rescue 24 h: further read-out of sdo1 growth, marked with its call; z-score; S. cerevisiae sdo1-depleted JHY4D growth rescue, OD600; measured here: growth rescue at 24 h;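 0 is the plate mean of compound wells and units are plate SD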
The depositor's hits bear a star; ? = inconclusive; . = not tested or not shown.

| sdo1 growth | sdo1 growth Rescue 24 h | INS promoter inh | SMILES |
| --- | --- | --- | --- |
| 0.18 | 0.43 | 14.3 | O=C(CSc1ncnc2c1nnn2Cc1ccccc1F)N1CCN(c2ccccc2)CC1 |
| 0.06 | 0.06 | -45.7 | CCOC(=O)N1CCC(NC(=O)c2ccc3nc(N4CCOCC4)sc3c2)CC1 |
| . | . | 15.4 | O=C(CCN1C(=O)c2cccc3cccc(c23)C1=O)N1CCOCC1 |
| -1.49 | -0.97 | 11.6 | C=CCn1c(C)cc(C(=O)CSc2nc3ccccc3[nH]2)c1C |
| -0.75 | -0.18 | ? | O=C(c1cc2cc(Br)ccc2oc1=O)N1CCN(c2ccccn2)CC1 |
| -2.26 | -0.73 | 14.3 | O=C(COC(=O)c1ccc([N+](=O)[O-])s1)Nc1ccc(Cl)cn1 |
| 1.1 | 1.5 | -27.0 | CCN(CC)c1ccc(NC(=O)CCNC(=O)c2ccco2)cc1 |
| 1.61 | 0.68 | . | COc1cccc(OC)c1C(=O)N1CCN(c2c(Cc3ccccc3)c(C)nc3ncnn23)CC1 |

In the list so far, these have a halogen:
| sdo1 growth | sdo1 growth Rescue 24 h | INS promoter inh | SMILES |
| --- | --- | --- | --- |
| 0.18 | 0.43 | 14.3 | O=C(CSc1ncnc2c1nnn2Cc1ccccc1F)N1CCN(c2ccccc2)CC1 |
| -0.75 | -0.18 | ? | O=C(c1cc2cc(Br)ccc2oc1=O)N1CCN(c2ccccn2)CC1 |
| -2.26 | -0.73 | 14.3 | O=C(COC(=O)c1ccc([N+](=O)[O-])s1)Nc1ccc(Cl)cn1 |

Other structures:
| sdo1 growth | sdo1 growth Rescue 24 h | INS promoter inh | SMILES |
| --- | --- | --- | --- |
| 1.26 | 1.43 | . | CC(=NCCc1ccccc1)C1=C(O)CSC1=O |
| 1.11 | 0.25 | . | Cc1cnc(C(=O)OCC(=O)N2c3ccccc3NC(=O)C2(C)C)cn1 |
| . | . | 41.2 | CC1CCCC(NC(=O)COC(=O)CCc2ccccc2)C1C (configuration not stated) |
| -0.18 | -0.43 | 0.0 | Cc1ccc(-c2cc(C(=O)N/N=C/c3c(C)nn(C)c3C)c3ccccc3n2)c(C)c1 |
| 0.67 | 1.34 | 25.0 | CCc1cc(C(=O)NNC(=S)Nc2ccccc2C)cs1 |
| . | . | 27.3 | COc1cc(SC)ccc1C(=O)Nc1nc(C)cs1 |
| 1.32 | 1.27 | 9.7 | Cc1cc(C)nc(SCC(=O)Oc2ccc3oc(=O)cc(C)c3c2)n1 |
| 0.85 | 0.92 | 2.7 | O=C(CSc1nnc(-c2cccnc2)n1-c1ccc(F)cc1)NCc1ccc2c(c1)OCO2 |
| 0.62 | 0.15 | 15.8 | O=C(O)c1ccc(CN2CCCCC2)o1 |
| 1.28 | -0.11 | -133.3 | CCc1[nH]c(=S)c(C#N)c(-c2ccccc2)c1C(=O)OC |
| -0.76 | -1.35 | 58.1 | Cc1[nH]c(=O)[nH]c(=O)c1NS(=O)(=O)c1ccc2c(c1)CCCC2 |
| . | . | 15.4 | COCCn1nnnc1C(c1cccs1)N1CCN2CCCC2C1 (configuration not stated) |
| 6.68* | 4.18* | -8.1 | Cc1ccc2c(CC(=O)NNC(=O)c3ccccc3)coc2c1 |
| 0.19 | -0.98 | . | CC(=O)Nc1ccc(S(=O)(=O)Nc2ncccn2)cc1 |
| -0.12 | -0.28 | . | CCN(CC)C(=O)C1CCCN(C/C=C/c2ccccc2)C1 (configuration not stated) |
| 1.82 | 1.44 | . | COc1cc(CNCCNCC(C)O)ccc1OCc1ccc(Cl)nc1 (configuration not stated) |
| -1.01 | 0.06 | -7.1 | COc1ccccc1NC(=S)NC(=O)c1ccc(Cn2cc(Br)cn2)cc1 |
| -0.72 | 1.78 | -37.1 | CCn1nc(C(=O)Nc2nc3ccc(C)cc3s2)c2ccccc2c1=O |
| 1.05 | 1.21 | -112.5 | COCCN1CC(O)=C(c2nc3ccccc3c(=O)[nH]2)C1=N |
| -0.06 | -0.05 | 0.0 | CCNC(=O)COC(=O)COc1ccc(Cl)cc1C |
| -0.6 | 0.11 | 4.3 | O=[N+]([O-])c1cccc2cn[nH]c12 |
| 0.79 | -0.07 | -13.8 | COc1cc(C(=O)OCC(=O)Nc2ccc(C(C)=O)cc2)ccc1OCC(=O)N1CCOCC1 |
| . | . | -41.7 | OCCNc1nc(Cl)nc(NCc2ccco2)n1 |
| 0.23 | 0.15 | 53.6 | C=CCn1ncc(OC)c(Cl)c1=O |
| 0.88 | 1.03 | 8.3 | Cc1cc(N2CCOCC2)c(F)cc1C(=O)c1ccccc1 |
| 0.77 | 0.23 | -3.6 | CCCc1c(O)c2ccccc2n(-c2ccccc2)c1=O |
| 1.13 | 1.11 | 20.0 | COc1ccc(NCC(=O)Nc2ccccc2C#N)cc1Cl |
| 0.97 | 0.5 | -138.1 | CC(C)c1nnc(SCC(=O)NCc2ccc3c(c2)OCO3)n1C |
| -0.39 | -0.15 | -10.1 | CCC(C)(C)NC(=O)CN(C(=O)c1snc(C(N)=O)c1N)c1ccc(OC)c(OC)c1 |
| -0.72 | -1.69 | 14.3 | COc1ccccc1NC(=O)CSc1nnc(CNC(=O)COc2ccc(Cl)cc2)o1 |
| 0.71 | 0.02 | -217.7 | Cc1cccc(C(C)C)c1NC(=O)c1cccnc1 |
| -0.6 | -0.55 | . | CC(C)(C)OC(=O)N/N=C/c1cc(N=Nc2ccccc2)ccc1O |

A different layout for 2 compounds above:
SMILES: COc1ccccc1NC(=O)CSc1nnc(CNC(=O)COc2ccc(Cl)cc2)o1
  sdo1 growth = -0.72 | sdo1 growth Rescue 24 h = -1.69 | INS promoter inh = 14.3

SMILES: Cc1cccc(C(C)C)c1NC(=O)c1cccnc1
  sdo1 growth = 0.71 | sdo1 growth Rescue 24 h = 0.02 | INS promoter inh = -217.7

Other structures:
| sdo1 growth | sdo1 growth Rescue 24 h | INS promoter inh | SMILES |
| --- | --- | --- | --- |
| 0.47 | 0.13 | 58.8 | O=C(NCc1nc(-c2ccccc2)no1)c1ccc2c(c1)OCO2 |
| 0.7 | 0.68 | 35.7 | O=C(CSc1nnc(-c2cccs2)o1)N1CCOCC1 |
| . | . | 34.9 | Cc1ccc(NC(=O)COc2ccc(C(=O)NCCc3ccccc3)cc2)cc1 |
| -0.08 | -0.85 | . | O=C(NCCc1ccccc1)c1cc(-c2ccc3c(c2)OCO3)on1 |
| 0.58 | 0.47 | -59.5 | O=C(NC(CC(=O)N1CCN(c2ccccc2)CC1)c1ccccc1)c1ccccc1Cl (configuration not stated) |
| 0.05 | -0.69 | . | O=C(c1ccco1)N1CCN=C1SCc1cccc(F)c1 |
| 0.95 | -0.02 | . | O=C(Cc1cc(=O)[nH][nH]1)N/N=C/c1cccc(Cl)c1Cl |
| 1.42 | 1.57 | -26.5 | NS(=O)(=O)c1ccc(NC(=S)NCc2ccccc2Cl)cc1 |

5 entries already listed, sorted by SMILES length, high to low:
| sdo1 growth | sdo1 growth Rescue 24 h | INS promoter inh | SMILES |
| --- | --- | --- | --- |
| 0.58 | 0.47 | -59.5 | O=C(NC(CC(=O)N1CCN(c2ccccc2)CC1)c1ccccc1)c1ccccc1Cl (configuration not stated) |
| . | . | 34.9 | Cc1ccc(NC(=O)COc2ccc(C(=O)NCCc3ccccc3)cc2)cc1 |
| 0.95 | -0.02 | . | O=C(Cc1cc(=O)[nH][nH]1)N/N=C/c1cccc(Cl)c1Cl |
| 0.47 | 0.13 | 58.8 | O=C(NCc1nc(-c2ccccc2)no1)c1ccc2c(c1)OCO2 |
| 1.42 | 1.57 | -26.5 | NS(=O)(=O)c1ccc(NC(=S)NCc2ccccc2Cl)cc1 |

Additional entries follow:
| sdo1 growth | sdo1 growth Rescue 24 h | INS promoter inh | SMILES |
| --- | --- | --- | --- |
| -0.27 | -0.6 | 42.9 | COC(=O)c1cc(-c2cccc(OC)c2)n[nH]1 |
| -1.28 | -0.44 | -16.7 | C/C(=N/NC(=S)Nc1ccccc1)c1ccc2c(c1)OCO2 |
| . | . | 0.0 | CCN(CC)C(=O)NCc1c(C)cc(C)cc1C |
| 1.05 | 1.75 | -27.6 | Cc1cc(C(=O)N=Nc2c(O)n(C(C)C)c3ccccc23)n[nH]1 |
| -0.02 | -0.38 | . | COC1(OC)N=C(N)C2(C#N)C(c3ccc4c(c3)OCO4)C12C#N (configuration not stated) |
| -0.77 | -0.69 | 44.8 | CC1CN(S(=O)(=O)c2cccc3nsnc23)CC(C)O1 (configuration not stated) |
| -0.8 | -1.1 | 8.1 | CCCCOc1ccc(NC(=O)c2cnc(C)cn2)cc1 |
| -0.42 | 0.25 | -50.0 | CCN1C(=O)c2cccc3c(NC(=O)C4CCCCC4)ccc1c23 |

Single entries from the results shown.
COc1cc(C(=O)OCC(=O)Nc2ccc(C(C)=O)cc2)ccc1OCC(=O)N1CCOCC1 – sdo1 growth Rescue 24 h: -0.07
Cc1[nH]c(=O)[nH]c(=O)c1NS(=O)(=O)c1ccc2c(c1)CCCC2 – sdo1 growth Rescue 24 h: -1.35
CCc1[nH]c(=S)c(C#N)c(-c2ccccc2)c1C(=O)OC – sdo1 growth Rescue 24 h: -0.11
COCCn1nnnc1C(c1cccs1)N1CCN2CCCC2C1 (configuration not stated) – INS promoter inh: 15.4
COc1ccccc1NC(=S)NC(=O)c1ccc(Cn2cc(Br)cn2)cc1 – sdo1 growth: -1.01
CCNC(=O)COC(=O)COc1ccc(Cl)cc1C – INS promoter inh: 0.0

Next results:
| sdo1 growth | sdo1 growth Rescue 24 h | INS promoter inh | SMILES |
| --- | --- | --- | --- |
| 0.03 | -0.35 | 48.1 | Nc1ccc(C(=O)OCC(=O)Nc2ccc3c(c2)OCO3)cc1[N+](=O)[O-] |
| -0.39 | 0.32 | 39.5 | O=C(Nc1cc(C(F)(F)F)ccc1Cl)c1cc(C2CC2)on1 |
| -0.73 | -0.46 | 29.0 | CCCC(=O)Nc1nnc(-c2cccc(OCC)c2)s1 |
| -1.24 | -0.63 | -69.6 | CC(C)CNC(=O)c1c2c(nc3ccccc13)-c1ccccc1CC2 |
| . | . | 43.8 | O=C(NCC1CCCO1)c1cccc(S(=O)(=O)NCc2ccccc2)c1 (configuration not stated) |
| -0.99 | -0.86 | -38.5 | Cc1[nH]n(-c2ccccc2)c(=O)c1C=Nc1ccc(S(=O)(=O)N(C)C)cc1 |
| 0.36 | -0.19 | -42.9 | O=C(c1cccc(F)c1)N1CCC(O)(c2cccnc2)CC1 |
| -0.29 | -0.15 | -108.3 | CCOC(=O)c1cc2c(=O)n3cccc(C)c3nc2n(Cc2ccco2)c1=NC(=O)c1cccnc1 |

High-throughput results as filed in PubChem BioAssay.

Only part of the results is shown; count on the stated rates, not on these rows.
